DNMT1 inh: human DNMT1 methyltransferase inhibitors, primary screen, biochemical, molecular beacon, fluorescence, HinP1I cleavage, uHTS; DNA (cytosine-5)-methyltransferase 1 (Homo sapiens), P26358; inhibition (reported as % activation of signal), % at 10 µM; hit rate 0.83% among 360,000; AID 588458, 2011; in the data active means inhibition above about 50%
Rpn11 block: Rpn11 (PSMD14) deubiquitinase inhibitors, primary screen, biochemical, fluorescence polarization, uHTS; 26S proteasome non-ATPase regulatory subunit 14 (Homo sapiens), O00487; human 26S proteasome, Ub4-pepOG fluorescence polarization; 20S core pre-blocked with epoxomicin; calls only at 20 µM; hit rate 0.59% among 360,000; AID 588493, 2011;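 active means inhibition at 20 µM, scaled to each plate's controls, above about 33%, limit read from the data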
Target sequence (O00487 whole entry, looked up): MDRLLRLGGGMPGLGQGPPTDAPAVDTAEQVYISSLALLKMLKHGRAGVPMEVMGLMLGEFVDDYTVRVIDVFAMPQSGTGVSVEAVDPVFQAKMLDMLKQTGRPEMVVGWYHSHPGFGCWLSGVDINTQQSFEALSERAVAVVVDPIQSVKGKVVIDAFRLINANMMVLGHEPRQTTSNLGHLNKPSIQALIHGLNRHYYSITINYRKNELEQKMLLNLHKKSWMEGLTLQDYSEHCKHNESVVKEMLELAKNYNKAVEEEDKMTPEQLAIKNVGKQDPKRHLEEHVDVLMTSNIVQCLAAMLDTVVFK
LMPTP block: LMPTP phosphatase inhibitors, primary screen, biochemical, fluorescence intensity, uHTS | hit rate 0.22% among 360,000 | inhibition, % at 20 µM | Low molecular weight phosphotyrosine protein phosphatase (Homo sapiens), P24666 | AID 651560, 2012 | recombinant LMPTP-A, OMFP fluorogenic substrate;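 active means compounds that cut the enzyme signal by at least half of the control window in the single-dose screen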;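 further: plate controls were DMSO wells with enzyme plus substrate for no effect and substrate without enzyme for full effect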
Target sequence (P24666 whole entry, looked up): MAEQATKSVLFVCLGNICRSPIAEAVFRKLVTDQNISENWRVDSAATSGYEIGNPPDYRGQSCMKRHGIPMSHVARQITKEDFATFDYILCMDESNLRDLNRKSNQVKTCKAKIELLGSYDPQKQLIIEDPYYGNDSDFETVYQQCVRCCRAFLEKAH
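Test system: LMPTP-A, protein tyrosine phosphatase of low molecular weight; Input: 0.625 nM enzyme; Incubation: 50 min dark incubation at room temperature; Signal: endpoint fluorescence intensity from OMFP dephosphorylation; Read-out basis: % inhibition versus control wells.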
NadD block: inhibitors of S. aureus NadD, primary screen, biochemical, colorimetric, uHTS; purified NadD enzyme, colorimetric absorbance read-out; inhibition, % at 20 µM; AID 602399, 2012; hit rate 0.78% among 360,000; in the data active means inhibition above about 26%; further: some compounds past the cut are filed as inactive
STEP inh: STEP phosphatase inhibitors, primary screen, biochemical, fluorescence intensity, uHTS | recombinant STEP, OMFP fluorogenic substrate | inhibition, % at 20 µM | hit rate 0.25% among 360,000;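 active means inhibition at 20 µM, scaled per plate between control wells, above about 37%, limit read from the data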;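 further: 0% = DMSO with enzyme and substrate and 100% = substrate only without enzyme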
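material = STEP tyrosine phosphatase | reagent = fluorogenic phosphatase substrate OMFP at 25 µM final | doses = single compound dose of 20 µM, 1% DMSO final | schedule = 20 min reaction, room temperature, in the dark | measured by = fluorescence, 480/540 nm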
CSN deneddyl inh: inhibitors of CSN-mediated cullin deneddylation, primary screen, biochemical, fluorescence polarization, uHTS; hit rate 0.38% among 360,000; inhibition, % at 12.5 µM; COP9 signalosome complex subunit 5 (Homo sapiens), Q92905; Purified CSN, SCF-Nedd8-OG deneddylation;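 active means pattern-corrected inhibition above about 35%, with an unprinted fluorescence ratio check between 0.5 and 1.5, limit read from the data, passing the limit was not always enough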;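 further: 0% = enzyme with substrate and 100% = substrate without enzyme; some results filed as inactive read as strong as hits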
Target sequence (Q92905 whole entry, looked up, one chain of several): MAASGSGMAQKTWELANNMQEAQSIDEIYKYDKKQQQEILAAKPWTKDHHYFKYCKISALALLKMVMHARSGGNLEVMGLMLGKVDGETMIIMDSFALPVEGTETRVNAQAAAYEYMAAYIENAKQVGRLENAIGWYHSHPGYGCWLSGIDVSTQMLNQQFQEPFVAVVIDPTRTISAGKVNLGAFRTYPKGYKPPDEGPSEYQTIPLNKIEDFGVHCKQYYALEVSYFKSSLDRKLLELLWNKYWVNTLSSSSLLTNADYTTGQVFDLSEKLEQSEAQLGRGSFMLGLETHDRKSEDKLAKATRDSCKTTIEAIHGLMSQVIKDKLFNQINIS
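test system = HEK293T-derived human Csn5 enzyme | amount = 0.24 nM Csn5 enzyme, final concentration | medium = Tris/NaCl/DTT buffer, pH 7.5 | schedule = 90 min reaction at room temperature | signal = FP | evaluation = inhibition of Csn5 cleavage, % | compound dosing = single dose of 12.5 µM compound with 0.25% DMSO | probe or stimulus = 10 nM SCFSkp2-Nedd8OG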
Scp1 inh: Scp-1 phosphatase inhibitors, primary screen, biochemical, colorimetric, uHTS; Recombinant Scp1, phosphopeptide, malachite green phosphate absorbance; inhibition, % at 20 µM; hit rate 0.88% among 340,000;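 active means inhibition above about 50% at 20 µM, limit read from the data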;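 further: plate controls were DMSO wells with enzyme for no effect and wells lacking enzyme for full effect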
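System: SCP-1 catalytic domain; Reagent: Phospho 17-mer peptide substrate; Doses: one concentration, 20 µM, with 1.0% DMSO; Incubation: 45 min room-temperature reaction, 5 min colour, 30 min stabiliser; Signal: Phosphate-binding colour reagent, absorbance read at 630 nm.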
SUMO1 PPI mod: modulators of SUMO1 protein-protein interactions, primary screen, biochemical, uHTS; hit rate 0.33% among 360,000; inhibition, % at 20 µM; SUMO1 binding to a labelled peptide, TR-FRET, 1 h; AID 602429, 2012; in the data active means inhibition above about 37%
Target sequence (P63165 whole entry, looked up): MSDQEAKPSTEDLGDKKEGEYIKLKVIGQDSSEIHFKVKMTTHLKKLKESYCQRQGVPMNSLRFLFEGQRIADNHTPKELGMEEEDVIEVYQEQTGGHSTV
Rin1 Abl inh: inhibitors of Rin1-Abl protein binding, primary screen, biochemical, TR-FRET; hit rate 0.4% among 360,000; Tyrosine-protein kinase ABL1 (Homo sapiens) + Ras and Rab interactor 1 (Homo sapiens), …; inhibition, % at 7.35 µM; in the data active means inhibition above about 5%, passing the limit was not always enough
Neddylation inh: inhibitors of cullin neddylation, primary screen, biochemical, TR-FRET, uHTS, NAE and Ubc12. hit rate 0.58% among 360,000. calls only at 25 µM; in the data active means inhibition above about 36%
* marks the source's active call; other numbers are inactive results; i = inactive; / = not tested or not shown.

DNMT1 inh | Rpn11 block | LMPTP block | NadD block | STEP inh | CSN deneddyl inh | Scp1 inh | SUMO1 PPI mod | Rin1 Abl inh | Neddylation inh | structure
6 | i | 0.9 | -3 | -2 | -8 | -4 | -6 | 8 | i | Cc1noc(C)c1COc1ccc(C(=O)Nc2nnc(CC(C)C)s2)cc1
-9 | i | 2.1 | -1 | -1 | 1 | -8 | -14 | 4 | i | O=C(NCCCOc1ccc([N+](=O)[O-])cc1Cl)OCc1ccccc1
6 | i | 0.4 | 3 | 4 | 1 | 3 | 2 | 3 | i | CCCCN(CC)S(=O)(=O)c1ccc(C(=O)N(CCCN(C)C)c2nc3cc(C)cc(C)c3s2)cc1
3 | i | -2.4 | 3 | -2 | -5 | 2 | -5 | 0 | i | CCOC(=O)C1CCN(C(=O)CNS(=O)(=O)c2ccc(Br)s2)CC1
5 | i | 1.5 | 4 | -1 | -5 | -4 | -18 | -5 | i | Cc1cc([N+](=O)[O-])cc2c1NC(=O)C2(O)N1CCCCCC1 (stereo not given)
1 | i | -0.7 | -6 | -1 | -1 | 5 | 19 | -3 | i | O=C(COC(=O)c1ccccc1Br)Nc1ccc2[nH]c(=O)[nH]c2c1
-5 | i | 7.7 | 0 | 4 | 3 | / | 6 | 0 | i | CC1=C(C(=O)N(C(C)C)C(C)C)CC(CC(=O)NC(c2ccccc2)c2ccccc2)C(=O)N1CCC1=CCCCC1 (stereo not given)
-4 | i | -7.7 | 5 | 0 | 2 | -12 | -37 | -1 | i | C=CCN(c1ccccc1)S(=O)(=O)c1cccc(C(=O)NCC(c2ccc(F)cc2)N2CCOCC2)c1 (stereo not given)
-1 | i | -0.1 | 4 | -2 | 0 | 5 | -2 | -3 | i | CCNC(=S)NNC(=O)c1csc2c1CCC(C)C2 (stereo not given)
-11 | i | 1.2 | 8 | -6 | 4 | -4 | -2 | 0 | i | COC(=O)CN1C(c2ccccc2O)Nc2ccc(Br)cc2C1c1ccccc1 (stereo not given)
-1 | i | 0.7 | -1 | -1 | 1 | 0 | -3 | -1 | i | Cc1csc(SCC(=O)N2CCN(S(=O)(=O)c3ccc(Cl)cc3)CC2)n1
-4 | i | 1.8 | -6 | 0 | 2 | -20 | 7 | 0 | i | COc1ccc(Cl)cc1NC(=O)CN(c1ccccc1)S(=O)(=O)N(C)C

Next section (2 carried over from the part before).
DNMT1 inh | Rpn11 block | LMPTP block | NadD block | STEP inh | CSN deneddyl inh | Scp1 inh | SUMO1 PPI mod | Rin1 Abl inh | Neddylation inh | structure
-1 | i | 0.7 | -1 | -1 | 1 | 0 | -3 | -1 | i | Cc1csc(SCC(=O)N2CCN(S(=O)(=O)c3ccc(Cl)cc3)CC2)n1
-4 | i | 1.8 | -6 | 0 | 2 | -20 | 7 | 0 | i | COc1ccc(Cl)cc1NC(=O)CN(c1ccccc1)S(=O)(=O)N(C)C
-6 | i | 0.2 | -2 | -2 | -1 | -2 | -2 | -3 | i | O=C(Nc1ccc(-n2nncc2-c2ccco2)cc1)c1cccc(F)c1
-7 | i | 1.2 | -3 | 0 | -1 | 0 | 11 | 6 | i | C[C@H](CO)N1C[C@H](C)[C@@H](CN(C)Cc2ccc(Cl)c(Cl)c2)Oc2c(NC(=O)Cc3ccccc3)cccc2C1=O
0 | i | 0.4 | -3 | -2 | 3 | -4 | 0 | -2 | i | CC(=O)c1cccc(NC(=O)Cn2cc3c(n2)CCCC3)c1
6 | i | -0.6 | -6 | 1 | -1 | -8 | 0 | 2 | i | COC(=O)c1ccc(OCC(O)Cn2nnc3ccccc32)cc1 (stereo not given)
2 | i | -1.5 | -7 | -3 | -4 | -8 | -2 | 0 | i | Nc1nc(-c2c(Cl)cccc2Cl)no1
2 | i | 0.4 | 7 | -1 | 9 | 4 | -39 | -1 | i | COc1ccc(C(=O)c2c3ccc([N+](=O)[O-])cc3[n+]([O-])n2CCCC(N)=O)cc1
-2 | i | -1.5 | -8 | 3 | -3 | -4 | 3 | 0 | i | CN(CCC#N)C(=O)CSc1nnc(-c2ccco2)n1N
2 | i | -1.8 | -3 | 2 | -1 | 6 | -4 | 2 | i | Cc1ccc(CS(=O)(=O)Cc2ccc(C(=O)NCC3CCCO3)o2)cc1 (stereo not given)
-9 | i | -1.5 | 1 | -1 | 2 | 0 | -4 | 0 | i | COc1ccc(-n2c(=O)c3c4c(sc3n(CC(=O)Nc3cc(C)[nH]n3)c2=O)CCC4)c(OC)c1
4 | i | 0.0 | 6 | 9 | 0 | -2 | -2 | 0 | i | CC1(C)Oc2ccc(C(=O)N3CCCC3)cc2N(CC(=O)NCc2ccccc2)C1=O
-2 | i | 1.7 | -9 | -2 | 1 | -11 | -3 | 2 | i | COc1ccc(CC(=O)n2nc(-c3ccc(Cl)cc3)nc2NCc2ccco2)cc1
-4 | i | 1.4 | -4 | 3 | -3 | -9 | 0 | 0 | i | O=C(NCc1ccc(F)cc1)c1ccccc1OCc1ccccc1

Additional results follow.
DNMT1 inh | Rpn11 block | LMPTP block | NadD block | STEP inh | CSN deneddyl inh | Scp1 inh | SUMO1 PPI mod | Rin1 Abl inh | Neddylation inh | structure
0 | i | 0.0 | -2 | 1 | 5 | -2 | 2 | -1 | i | COc1ccc(N2C(S)=C(C#N)C(=O)NC23CCCCC3)cc1
-1 | i | 2.1 | -4 | 3 | -1 | -3 | -38 | -6 | i | O=C1C2C3C=CC(C3)C2C(=O)N1c1ccc(N2CCN(c3ccccn3)CC2)c([N+](=O)[O-])c1 (stereo not given)
/ | / | -1.7 | 11 | / | -2 | / | 3 | / | i | CCCCC1Cc2[nH]c(=S)[nH]c(=O)c2C(c2ccc(C(C)C)cc2)O1 (stereo not given)
-1 | i | 6.2 | -2 | 1 | 0 | -14 | -2 | 3 | i | CCc1cccc(NC(=O)c2cccc3c2C(=O)N(C2CCCCC2)C3)c1
4 | i | -2.4 | 7 | 1 | 1 | -8 | -6 | 0 | i | COc1cc(NC(=S)N2CCN(CCO)CC2)cc(OC)c1
-1 | i | -0.8 | -5 | 1 | 2 | -3 | 2 | -1 | i | Cc1ccc(NC(=O)c2cnccn2)c(OC(F)F)c1
-2 | i | -1.7 | -2 | 2 | -5 | -2 | -2 | 4 | i | COc1ccccc1/C=C(/NC(=O)c1ccc(Cl)cc1Cl)C(=O)O
0 | i | -1.4 | 6 | 3 | 3 | -1 | 2 | -1 | i | CCC(C)NC(=O)C1c2cc(OC)c(OC)cc2C(=O)N(C)C1c1ccc(OC)cc1 (stereo not given)
0 | i | -1.3 | -2 | 2 | 3 | -4 | -1 | -1 | i | CCCCNC(=O)C1CCN(S(=O)(=O)N2CCCCCC2)CC1
-7 | i | 5.8 | -2 | -1 | 11 | -5 | 4 | 8 | i | CC1(C)Cc2c(c(N3CCCC3)nc3sc4c(N5CCN(CCO)CC5)ncnc4c23)CO1
/ | / | -0.6 | -4 | / | -5 | / | -2 | / | i | CC(C)CCN1C(=O)c2ccccc2C1c1nnnn1C(C)C (stereo not given)
1 | i | 0.4 | 0 | 0 | 5 | 13 | 1 | 1 | i | CCC(C)N(C(=O)COC(=O)c1nc2nc(C)cc(C)n2n1)C1CCS(=O)(=O)C1 (stereo not given)

Reformatted as tab-separated lines: 5 of the compounds above
structure	DNMT1 inh	Rpn11 block	LMPTP block	NadD block	STEP inh	CSN deneddyl inh	Scp1 inh	SUMO1 PPI mod	Rin1 Abl inh	Neddylation inh
CCC(C)NC(=O)C1c2cc(OC)c(OC)cc2C(=O)N(C)C1c1ccc(OC)cc1 (stereo not given)	0	i	-1.4	6	3	3	-1	2	-1	i
CCCCNC(=O)C1CCN(S(=O)(=O)N2CCCCCC2)CC1	0	i	-1.3	-2	2	3	-4	-1	-1	i
CC1(C)Cc2c(c(N3CCCC3)nc3sc4c(N5CCN(CCO)CC5)ncnc4c23)CO1	-7	i	5.8	-2	-1	11	-5	4	8	i
CC(C)CCN1C(=O)c2ccccc2C1c1nnnn1C(C)C (stereo not given)	/	/	-0.6	-4	/	-5	/	-2	/	i
CCC(C)N(C(=O)COC(=O)c1nc2nc(C)cc(C)n2n1)C1CCS(=O)(=O)C1 (stereo not given)	1	i	0.4	0	0	5	13	1	1	i

Continued:
DNMT1 inh | Rpn11 block | LMPTP block | NadD block | STEP inh | CSN deneddyl inh | Scp1 inh | SUMO1 PPI mod | Rin1 Abl inh | Neddylation inh | structure
-9 | i | -1.1 | -5 | 0 | -1 | 5 | -1 | 0 | i | c1ccc(C[C@H]2CNCCN2CCc2cccc3ccccc23)cc1
0 | i | 0.5 | -11 | -1 | -2 | -11 | -1 | -3 | i | O=C1CN(C(=O)COc2ccc(Br)cc2)c2ccccc2N1
-2 | i | 1.3 | -1 | 0 | 6 | -8 | -5 | -4 | i | Cc1cc(C)c(NC(=O)/C(C#N)=C/c2ccc(OCc3ccc(F)cc3)cc2)c(C)c1
-1 | i | -0.6 | -1 | 6 | -1 | -6 | -4 | 3 | i | S=C(c1c[nH]c2ccccc12)N1CCOCC1
8 | i | 0.4 | 0 | -3 | -15 | -10 | -1 | -1 | i | O=C(Cc1ccc(Br)cc1)NCCc1ccc(Cl)cc1Cl
2 | i | -0.9 | -3 | -4 | 1 | -6 | 5 | 2 | i | COc1ccc(CNC(=O)CCCn2nc(C)c3c(C)n(-c4ccc(C)cc4)nc3c2=O)cc1OC
-1 | i | -1.2 | -3 | -2 | 1 | -9 | 5 | 4 | i | CCCn1c(N)c(N(CCOC)C(=O)c2ccc(N3CCCC3=O)cc2)c(=O)[nH]c1=O
0 | i | -0.7 | 2 | -1 | 0 | 10 | 0 | 1 | i | CC1(c2ccc3ccccc3c2)NC(=O)N(CC(=O)N2CCN(Cc3ccc(C#N)cc3)CC2)C1=O (stereo not given)

Arranged by SMILES length (lowest first): part of the list above.
DNMT1 inh | Rpn11 block | LMPTP block | NadD block | STEP inh | CSN deneddyl inh | Scp1 inh | SUMO1 PPI mod | Rin1 Abl inh | Neddylation inh | structure
-1 | i | -0.6 | -1 | 6 | -1 | -6 | -4 | 3 | i | S=C(c1c[nH]c2ccccc12)N1CCOCC1
8 | i | 0.4 | 0 | -3 | -15 | -10 | -1 | -1 | i | O=C(Cc1ccc(Br)cc1)NCCc1ccc(Cl)cc1Cl
0 | i | 0.5 | -11 | -1 | -2 | -11 | -1 | -3 | i | O=C1CN(C(=O)COc2ccc(Br)cc2)c2ccccc2N1
